phage Ecoli inh – E. coli growth loss with phage present | AID 651602 | growth absorbance | 0.26% of 360,000 active | inhibition, % at 11.9 µM; in the data active = inhibition above about 11%
PKA-R2B act – PKA-R2B complex activation. P22694+P31323. PKA-R2B holoenzyme dissociation, Cy5-IP20 fluorescence polarization; R2B truncated from residue 108, S112A mutant; 0% DMSO only, 100% 113 µM cGMP. activation, % at 11.4 µM. 0.079% of 340,000 active. AID 504700;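 active = activation above a cutoff set at the mean over all compounds plus 3 SD, cut at about 18% in these data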;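 also: higher means more holoenzyme dissociation and a rise in polarization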
Tat transport – E. coli Tat transport inhibition; E. coli MC4100 TorA-mCherry Tat export, fluorescence; inhibition, % at 10 µM; 0.036% of 340,000 active;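 active = mean replicate inhibition at least 50% and at least half of replicates individually reaching 50%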;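 also: exported cargo escapes ClpAP degradation while cytoplasmic cargo is degraded and loses fluorescence; 0% = median of neutral control wells and 100% = median of NaSCN control wells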
SUMO Mot1 rescue – SUMOylation pathway inhibition by Mot1-301 growth rescue; AID 2716; growth rescue, % at 18.8 µM; 1% of 320,000 active; S. cerevisiae Mot1-301 growth rescue, ATP luminescence, 38.5C; percent above DMSO median, 100 means doubled;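 active = every valid replicate shows activation above 250% relative to neutral control wells; inactive = the rest, any valid replicate at or below 250%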;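 also: OY570 slx delta 5 strain wells were the positive control but not used for scaling; some compounds called inactive have numbers as strong as hits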
AddAB inh – less growth of phage-infected E. coli with AddAB; E. coli expressing H. pylori AddAB, absorbance growth; inhibition, % at 11.9 µM; 0.29% of 330,000 active; in the data active = inhibition above about 12%;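 also: 0% = vehicle wells of infected cells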
HTR5A inv ctr – counter-screen for OPRM1-OPRD1 inverse agonists: human HTR5A inverse agonism; AID 504634; P47898; inhibition, % at 9.3 µM; 0.083% of 340,000 active; HTR5A cell line, luminescence; in the data active = inhibition mostly above about 23%, no sharp cut-off; inactive = mostly below about 18%;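 also: 0% = cells with DMSO and 100% = no-cell wells with DMSO; some compounds called inactive have numbers as strong as hits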
Target sequence (P47898 whole entry, looked up): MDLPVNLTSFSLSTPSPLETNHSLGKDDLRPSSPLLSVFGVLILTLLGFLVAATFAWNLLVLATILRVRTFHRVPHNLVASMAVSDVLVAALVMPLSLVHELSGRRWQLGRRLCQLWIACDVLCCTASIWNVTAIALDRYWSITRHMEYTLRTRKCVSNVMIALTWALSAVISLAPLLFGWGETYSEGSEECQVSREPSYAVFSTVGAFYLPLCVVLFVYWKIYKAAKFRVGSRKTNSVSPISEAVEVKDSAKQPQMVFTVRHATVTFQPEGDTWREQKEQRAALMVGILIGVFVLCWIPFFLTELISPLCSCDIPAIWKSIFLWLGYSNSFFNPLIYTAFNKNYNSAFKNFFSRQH
CDK5 p35 inh – inhibitors of human CDK5/p35 kinase; Q00535+Q15078; Recombinant CDK5/p35, ADP-Glo luminescence, 60 min; inhibition, % at 10 µM; 0.01% of 330,000 active; AID 488839;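 active = highest replicate inhibition of at least 50% and at least 75% of replicates reaching 50%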;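 also: plate controls were DMSO neutral control for no effect and GW8510 at 10 µM for full effect; many of its hits are not listed in these tables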
Target sequence (Q00535 whole entry, looked up): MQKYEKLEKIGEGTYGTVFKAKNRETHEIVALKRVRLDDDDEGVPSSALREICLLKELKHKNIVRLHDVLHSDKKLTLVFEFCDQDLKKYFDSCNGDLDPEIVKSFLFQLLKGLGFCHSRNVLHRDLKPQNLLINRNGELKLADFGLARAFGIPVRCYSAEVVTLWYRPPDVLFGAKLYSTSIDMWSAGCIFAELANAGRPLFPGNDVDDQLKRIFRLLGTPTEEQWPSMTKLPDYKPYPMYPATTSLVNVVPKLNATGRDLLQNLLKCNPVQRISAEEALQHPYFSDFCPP
Target sequence (Q15078 whole entry, looked up): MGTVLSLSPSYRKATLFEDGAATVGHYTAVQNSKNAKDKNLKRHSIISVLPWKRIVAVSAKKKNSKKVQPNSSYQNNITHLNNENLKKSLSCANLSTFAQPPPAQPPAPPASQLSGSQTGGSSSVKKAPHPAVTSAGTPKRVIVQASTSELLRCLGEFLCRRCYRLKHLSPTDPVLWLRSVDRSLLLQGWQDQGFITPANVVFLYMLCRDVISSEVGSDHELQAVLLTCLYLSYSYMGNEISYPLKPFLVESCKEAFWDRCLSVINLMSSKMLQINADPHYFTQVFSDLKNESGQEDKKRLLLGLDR
E coli growth – bacterial growth inhibition, counter-screen for AddAB inhibitors | E. coli V3065 growth, OD600 absorbance, 18 h | inhibition, % at 11.9 µM | 0.27% of 330,000 active | AID 449728;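 active = inhibition above the campaign's mean inhibition across all tested compounds plus 3 SD, cut at about 9.9% in these data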;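 also: uninfected addAB+ strain grown without phage in ampicillin broth; 0% = DMSO wells and 100% = ciprofloxacin 0.95 µg/ml wells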
PKA-R1A act – PKA-R1A complex activation | P00514+P68181 | PKA-R1A dissociation, Cy5-IP20 fluorescence polarization; scaled: DMSO 0%, 113 µM cGMP 100% | activation, % at 11.4 µM | 0.083% of 340,000 active | AID 504707;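 active = percent activation above the mean of all tested compounds plus 3 SD, cut at about 19% in these data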;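 also: higher means more PKAc released from R1A so a rise in polarization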
DAGLB inh – blocks human DAGLB lipase activity; Q8NCG7; inhibition, % at 5.17 µM; 0.059% of 340,000 active; HEK293T DAGLB membrane lysate, EnzChek fluorogenic substrate; in the data active = inhibition above about 34%;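 also: 0% = enzyme with vehicle and 100% = wells lacking enzyme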
HTR5A ag ctr – HTR5A agonism, opioid heterodimer counter-screen; 0.61% of 340,000 active; HTR5A agonist assay, luminescence, cell-based; activation, % at 9.3 µM; P47898; in the data active = activation mostly above about 9.5%, no sharp cut-off; inactive = mostly below about 7.6%;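 also: 0% = cells with vehicle only and 100% = reference agonist; strong numbers were not always called active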
Numbers without * were called inactive; . = not tested or not shown.

Screens in order: phage Ecoli inh | PKA-R2B act | Tat transport | SUMO Mot1 rescue | AddAB inh | HTR5A inv ctr | CDK5 p35 inh | E coli growth | PKA-R1A act | DAGLB inh | HTR5A ag ctr
COC(=O)[C@]1(S(=O)(=O)c2ccccc2)C[C@@H]2ON=C(c3ccc(OC)cc3)[C@@H]2C1
    1.4 | -3.4 | -2.1 | 2.6 | -0.6 | 4.3 | -0.8 | -0.3 | -13.5 | -1.4 | 5.6
CC(C)CC(NC(=O)c1ccco1)C(=O)Nc1ccc2c(c1)OCCO2 (stereo not given)
    2.0 | -11.3 | 6.2 | 11.5 | 1.6 | -3.6 | -0.1 | -3.8 | -15.0 | 0.8 | 1.3
CN1C(=O)C(O)(c2nnc(-c3ccccc3)o2)c2ccccc21 (stereo not given)
    4.3 | -5.4 | -6.0 | 224.6 | 4.5 | -6.3 | 0.7 | -0.2 | 0.1 | -2.8 | -2.5
CC(C)CNC(=S)NNC(=O)c1csc2c1CCC(C)C2 (stereo not given)
    0.2 | 1.9 | -4.6 | -8.1 | -0.9 | 2.5 | 0.6 | -1.8 | 3.0 | -3.5 | 0.6
CC1CCc2nn(CC(=O)NC3CCCC(C)C3C)cc2C1 (stereo not given)
    -0.8 | 2.2 | 11.4 | -27.9 | 3.8 | -12.9 | -0.9 | -0.9 | 4.8 | 0.7 | 4.9
NC(=O)c1cc[n+](CC(=O)c2ccc(NC(=O)c3ccccc3)cc2)cc1
    1.6 | -12.7 | 17.5 | -2.7 | 4.6 | 3.5 | 0.2 | -1.6 | 5.5 | 1.6 | -0.1
Cc1cc(-c2ccc(Br)cc2)n[nH]1
    2.4 | -9.3 | 2.3 | 9.4 | -1.9 | -18.9 | 2.4 | 1.0 | -3.2 | -1.7 | 1.0
COc1ccc(CCNc2c3ccccc3nc3ccccc23)cc1OC
    1.4 | -3.0 | -10.3 | 94.6 | 2.5 | -14.6 | 2.4 | 3.8 | -4.6 | -4.5 | 6.8
CCC(=O)Nc1ccc(NC(=O)CSc2nnc(C(C)C)n2C)cc1
    3.0 | -12.8 | 4.6 | -10.8 | 1.1 | 3.2 | -4.1 | -0.7 | 5.7 | -1.6 | -0.7
CC(C)(C)C(=O)Nc1nnc(CSCc2ccccc2F)s1
    3.0 | -7.1 | -1.4 | 9.4 | -0.5 | 10.8 | 1.1 | 0.3 | 15.8 | -2.2 | -4.2
O=C(COc1ccc(F)cc1)Nc1ccc(S(=O)(=O)Nc2ncccn2)cc1
    1.9 | -3.1 | -10.1 | -12.9 | 3.1 | 2.2 | 0.3 | -0.7 | 3.2 | -4.3 | -0.9
O=C(NCCCN1CCN(c2cccc(Cl)c2)CC1)c1cccc(N2CCCC2=O)c1
    2.5 | -7.6 | -0.9 | -7.6 | 0.0 | 1.9 | -0.3 | 3.3 | 1.6 | 2.4 | -1.6
CCc1noc(C)c1C(=O)N1CCCC(CCC(=O)NCc2cccc(OC)c2)C1 (stereo not given)
    2.4 | 7.6 | -2.8 | 12.6 | 2.8 | -0.1 | 0.8 | 0.7 | 3.3 | 1.4 | 0.0
CC(=O)c1c(O)c2ccccc2n(Cc2ccccc2)c1=O
    -0.5 | 3.5 | -2.6 | -21.0 | -1.7 | -8.5 | 0.5 | -3.7 | 2.2 | 3.7 | 2.3
COc1cc(NC(=O)C2CC2)c(C(=O)O)cc1OC
    2.0 | 2.6 | -0.7 | -13.3 | 1.1 | -12.3 | 1.3 | -0.7 | -0.7 | 1.3 | -2.6
Cc1ccc(C)c(S(=O)(=O)N2CCN(C(=O)c3ccc4ccccc4n3)CC2)c1
    -0.4 | 5.8 | 6.0 | -9.1 | 0.8 | 3.0 | 0.3 | 1.1 | 8.6 | -4.2 | -1.2
COc1ccc(NC(=O)CN(C)C(=O)c2cc(-c3cccs3)nn2-c2ccccc2)cc1
    2.3 | -20.3 | 12.6 | -9.5 | -3.3 | -1.1 | -0.6 | -3.2 | -19.2 | 3.1 | 0.4
CC(=O)Nc1ccc(S(=O)(=O)Nc2nc3ccccc3nc2Nc2ccc(N)cc2)cc1
    1.4 | -8.2 | 2.5 | -8.4 | -0.9 | 5.9 | -3.0 | -0.4 | 4.7 | 0.6 | -5.3
O=C(Nc1ccccc1)N1CCC(c2ccccc2)C1 (stereo not given)
    5.6 | 3.5 | -7.4 | 21.8 | 4.3 | -6.3 | 0.4 | 0.8 | 1.1 | -1.0 | 4.5
Cc1ccc(C(=O)Nc2cccc(S(=O)(=O)N3CCCCC3)c2)cc1S(=O)(=O)N1CCOCC1
    2.6 | 5.3 | -10.6 | . | . | -13.3 | 1.4 | . | -3.8 | -3.2 | 3.7
O=C(COC(=O)c1cccs1)c1ccc2ccccc2c1
    1.9 | -18.6 | 10.1 | 5.2 | 2.7 | 7.9 | 0.9 | -0.6 | -15.9 | -5.5 | 5.3
O=C(NCC(=O)N(c1cccc(F)c1)C(C(=O)NC1CCCC1)c1ccco1)c1ccco1 (stereo not given)
    0.8 | 1.9 | -5.7 | 5.3 | 0.5 | 4.2 | -4.5 | -0.6 | -4.0 | 0.1 | -1.6
CN(Cc1ccccc1)C(=O)CN1C(=O)c2ccccc2C1=O
    -0.4 | -0.9 | -0.5 | -10.0 | 1.2 | -10.7 | 3.6 | 0.5 | 5.4 | -0.3 | 2.8
CC12c3ccccc3C(c3ccccc31)C1C(=O)N(Cc3cccnc3)C(=O)[C@H]12 (stereo not given in full)
    3.3 | -8.9 | 1.9 | -3.4 | 2.1 | 5.6 | -1.2 | 0.0 | 8.4 | 0.8 | -2.1
Cc1ccc(C(CC(=O)N2CCCC2)c2ccccc2)c(O)c1C (stereo not given)
    1.4 | -3.0 | -6.8 | -1.0 | 4.2 | -19.2 | -3.0 | 4.1 | -3.1 | -3.7 | -0.4
COc1ccccc1N1CCN(C2CCCN(C(=O)CCC(C)=O)C2)CC1 (stereo not given)
    0.7 | -9.7 | -5.4 | 28.8 | -1.6 | 16.3 | 0.6 | -3.5 | 2.2 | 0.6 | -4.8
C[C@@H](C(=O)Nc1cccc(S(=O)(=O)N2CCOCC2)c1)N1C(=O)C2CC=CCC2C1=O (stereo not given in full)
    4.3 | 0.1 | 1.1 | -1.9 | 1.7 | -10.0 | -1.1 | -2.2 | 4.5 | 2.3 | 3.8
CC(C)(C)NC(=O)CN(Cc1ccc2c(c1)OCO2)C(=O)CNS(=O)(=O)c1ccc(F)cc1
    0.0 | 5.0 | -4.8 | 182.1 | 4.2 | 10.0 | 1.2 | 1.8 | -10.8 | 1.7 | -4.1
O=C(c1ccc(OC2CCN(Cc3cccc(OCCO)c3)CC2)cc1)N1CCCC1
    1.6 | -11.9 | 2.2 | 10.0 | 4.0 | -24.5 | . | 0.6 | -22.1 | -1.1 | 2.2
COc1ccc(-c2oc(=O)c3cc(OC)c(OC)cc3c2/C=C/c2ccc([N+](=O)[O-])cc2)cc1
    0.3 | -0.6 | -6.7 | -3.7 | 0.2 | 5.1 | 2.0 | -0.9 | -5.5 | -1.1 | -0.9
COc1ccccc1OCC(=O)NCCc1nc2ccccc2[nH]1
    0.2 | 5.7 | -2.3 | 123.1 | 4.7 | -5.0 | -0.4 | 1.5 | 1.3 | 0.9 | 2.0
Cc1cccc2cc(CN(Cc3ccc(F)cc3)C(=O)N3CCOCC3)c(=O)[nH]c12
    3.8 | -6.5 | 1.8 | 15.2 | 0.6 | -11.3 | 0.2 | 0.2 | 1.5 | -1.0 | 2.9
Cc1cc(C)c(S(=O)(=O)N2CCN(C(=O)c3ccc4c(c3)OCO4)CC2)c(C)c1
    0.9 | 3.8 | -6.7 | 28.1 | 3.2 | 0.6 | -2.3 | -2.1 | -9.3 | -2.0 | -2.8
CCOC(=O)c1oc2ccccc2c1NC(=O)COc1ccc(F)cc1
    . | 3.2 | -5.1 | -6.7 | 2.3 | -4.6 | -0.9 | 1.7 | -3.7 | -11.4 | 0.0
O=C(NCc1ccco1)c1ccc2c(c1)C(=O)N(C1CCCCC1)C2=O
    1.2 | -5.4 | -8.1 | 8.7 | 4.5 | -3.7 | -0.5 | -0.6 | 2.7 | -1.6 | 1.2
Cc1cccc(-n2nc(CC#N)c(C#N)c2N)c1
    4.7 | -11.2 | 3.1 | 159.1 | -0.4 | 20.3 | 0.4 | 0.2 | 7.3 | -0.9 | -5.3
Cn1c(=NC(=O)c2ccc3c(c2)OCCO3)sc2cc(S(C)(=O)=O)ccc21
    0.1 | 1.2 | 2.0 | 3.0 | 0.9 | -18.8 | -2.3 | 0.2 | 2.5 | 1.9 | 3.2
N=C1S/C(=C\c2ccccc2)C(=O)N1c1ccc(F)cc1
    2.8 | -1.5 | 4.0 | -4.4 | 0.2 | -11.9 | 1.1 | -0.4 | -2.0 | 2.8 | 4.5
O=C(CSc1nnc(CN2CCOCC2)n1-c1ccc(Cl)cc1)Nc1ccc2c(c1)OCO2
    3.5 | 1.6 | -1.9 | 10.6 | 1.2 | 17.3 | -3.1 | 1.1 | -3.2 | -0.2 | 4.0
COc1cccc(C2=NOC(C(=O)Nc3cccc(C(C)=O)c3)C2)c1 (stereo not given)
    3.4 | 2.1 | 2.3 | 0.9 | 1.4 | 18.2 | -1.4 | -0.7 | -11.6 | -1.0 | 3.6
COc1cccc(N(C(=O)c2snc(C(N)=O)c2N)C(C(=O)NCC2CCCO2)c2ccc(F)cc2)c1 (stereo not given)
    2.0 | 2.2 | -1.6 | 36.9 | 1.2 | -7.6 | -3.8 | -0.2 | -1.7 | 1.6 | 2.7
O=C(CSCc1ccc(F)cc1)NC1CCCC1
    1.2 | 14.1 | -3.6 | -8.9 | -0.2 | -16.7 | 0.3 | -6.1 | 4.4 | 0.1 | 0.9
CCN(CC)CCCNC(=O)CCC(=O)Nc1ccc2nc(N3CCCCC3)cc(C)c2c1
    1.8 | -11.7 | -2.9 | 888.6* | 1.7 | -10.4 | 0.2 | -0.9 | -4.3 | 0.3 | -1.0
CCS(=O)(=O)c1nc2ccccc2n1Cc1ccccc1Cl
    1.7 | 3.0 | 4.0 | -2.6 | 3.2 | -19.7 | -1.4 | -0.6 | 3.7 | -2.6 | -2.2
O=C(Cc1cccs1)Nc1nnc(-c2ccc(F)cc2)s1
    0.8 | 1.2 | 7.0 | -8.7 | 4.6 | -4.0 | -1.4 | 2.0 | -8.5 | -0.3 | -1.2
CCC1CCC(N2CCN(c3ccccc3F)CC2)CC1 (stereo not given)
    1.8 | 6.2 | 0.4 | 31.7 | 4.8 | 24.7 | 0.0 | 1.9 | 6.2 | -1.9 | -3.8
COC(=O)C1=C(C)N(C)C(=S)NC1c1cc(OC)ccc1OC (stereo not given)
    3.6 | -17.7 | 5.4 | 13.0 | 3.1 | 6.2 | -0.9 | 1.3 | -13.8 | 1.4 | 6.2
COc1ccc(CCN(C)C(=O)CNC(=O)c2ccc3c(c2)OCO3)cc1OC
    0.7 | -2.7 | 1.1 | 0.7 | . | -3.8 | -0.9 | . | -3.4 | 1.4 | -0.6
O=C(CCCSc1nc2ccccc2[nH]1)NC1CCCCC1
    0.4 | -8.9 | 6.9 | 9.3 | -1.6 | 9.9 | 1.8 | -1.3 | -4.2 | 1.9 | -3.5

Screening results deposited in PubChem by several laboratories.

No enrichment for hits; overall some 2.3% were active at least once.
